Compound activity from PubChem.
KCNK9 block = KCNK9 potassium channel inhibitors, primary screen, HEK293 cells, thallium flux; Potassium channel subfamily K member 9 (Homo sapiens), Q9NPC2; FluxOR thallium flux fluorescence; active compounds read low; B-score at 10 µM; 1.2% of 310,000 active;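 active means ratio B-score over 3 SD below the library mean, with starting fluorescence within 5 SD of its mean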;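 further: negative B-score means less thallium flux so channel inhibition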
RGS4 pot = RGS4 potentiators or activators, primary screen, cell-based, HEK293 M3R inducible RGS4, calcium flux; carbachol calcium flux Fluo4; active compounds read low; B-score at 10 µM; 0.92% of 310,000 active;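 active means B-score of the integrated calcium signal more than 4 SD below the library mean, with starting fluorescence not abnormally high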;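 further: negative B-score means reduced calcium response which marks RGS4 activation or potentiation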
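test system = M3R-expressing HEK293 line, RGS4 induced by doxycycline | probe or stimulus = carbachol at ECmax as muscarinic agonist stimulus | timing = dye loading 30 min 37 °C, buffer rest 30 min RT | signal = calcium dye Fluo4 fluorescence | evaluation = B score from integrated fluorescence ratio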
RGS4 inh = RGS4 inhibitors, primary screen, cell-based, HEK293 M3R inducible RGS4, calcium flux; Regulator of G-protein signaling 4 (Homo sapiens), P49798; Fluo-4 calcium flux; active compounds read high; triggered by carbachol at its EC20; B-score at 10 µM; 0.45% of 310,000 active;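 active means B-score, a plate-corrected calcium signal, over three deviations above library mean, with baseline fluorescence within five deviations of library mean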;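 further: RGS4 expression induced by doxycycline in cells with stable M3 receptor; B-score is computed from the integrated fluorescence ratio over baseline after carbachol; higher B-score means a larger calcium signal and so more RGS4 inhibition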
ANO1 block = TMEM16A chloride channel inhibitors, primary screen, cell-based, HTS. 1.2% of 310,000 active. normalized B-score (activity score, 25-100; higher = stronger inhibition) at 10 µM. HEK293 TMEM16A/YFP iodide influx fluorescence, ionomycin;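 active means ratio plate-corrected score three or more library SD toward inhibition, starting fluorescence score within five deviations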;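 further: score derived from kinetic fluorescence span divided by baseline fluorescence per well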
TMEM16A act = TMEM16A chloride channel activators or potentiators, primary screen, cell-based, HTS; Anoctamin-1 (Mus musculus), Q8BHY3; HEK293 TMEM16A/YFP-H148Q/I152L, iodide quench fluorescence; active compounds read low; B-score at 10 µM; 0.3% of 340,000 active; AID 623877, 2012;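 active means fluorescence-ratio B-score plate-corrected deviation score at least 3 library SD below zero, with starting fluorescence score within 5 deviations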;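 further: channel opened by trigger with iodide after compound preincubation; score built on the fluorescence ratio of max minus min over baseline; more negative score means more quench and so TMEM16A activation or potentiation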
SKKanGAS inh = S. pyogenes SKKanGAS growth inhibitors in kanamycin, primary screen, streptokinase expression inhibitor project, SKKanGAS strain, BacTiter-Glo luminescence | 1.3% of 300,000 active | inhibition, % at 7.5 µM | 6 h;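 active means mean replicate score, as percent of positive control median, at least 50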;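 further: strain carries kanamycin resistance gene driven by streptokinase promoter and grows in 40 µg/ml kanamycin; loss of luminescence reflects streptokinase promoter inhibition or plain growth inhibition; 0% = median of DMSO wells and 100% = positive control at its reference dose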
KCNQ1 block = inhibitors of human KCNQ1 channel, primary screen, cell-based, thallium flux, high-throughput | Potassium voltage-gated channel subfamily KQT member 1 (Homo sapiens), P51787 | CHO-K1 KCNQ1, FluxOR thallium flux fluorescence; active compounds read high | B-score at 10 µM | 1.3% of 310,000 active | AID 2642, 2010;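 active means compounds whose thallium flux B-score, printed positive for inhibition, exceeds three library SD while starting fluorescence stays within three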;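 further: channel opened by potassium depolarization with thallium stimulus after 20 min compound exposure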
Target sequence (P51787 whole entry, looked up): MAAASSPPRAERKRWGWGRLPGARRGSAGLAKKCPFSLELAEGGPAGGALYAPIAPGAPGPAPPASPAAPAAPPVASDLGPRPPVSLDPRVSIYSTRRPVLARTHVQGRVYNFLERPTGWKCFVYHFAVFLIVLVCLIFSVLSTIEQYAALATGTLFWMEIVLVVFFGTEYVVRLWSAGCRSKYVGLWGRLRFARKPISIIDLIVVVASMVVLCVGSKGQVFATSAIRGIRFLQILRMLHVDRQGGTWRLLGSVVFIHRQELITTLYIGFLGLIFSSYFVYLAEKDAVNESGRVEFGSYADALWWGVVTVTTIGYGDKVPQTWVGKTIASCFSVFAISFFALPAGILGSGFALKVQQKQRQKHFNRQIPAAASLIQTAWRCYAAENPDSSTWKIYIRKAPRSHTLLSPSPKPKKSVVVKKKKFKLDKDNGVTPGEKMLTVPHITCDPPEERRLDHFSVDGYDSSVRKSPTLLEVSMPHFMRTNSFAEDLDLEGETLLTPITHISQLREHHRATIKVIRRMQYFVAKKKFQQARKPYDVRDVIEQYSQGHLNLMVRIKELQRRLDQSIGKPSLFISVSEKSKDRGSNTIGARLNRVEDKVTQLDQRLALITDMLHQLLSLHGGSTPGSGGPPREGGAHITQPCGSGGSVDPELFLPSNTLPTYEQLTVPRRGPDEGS
KCNK3 block = human KCNK3 channel inhibitors, primary screen, CHO cells, FluxOR thallium flux, B-score | Potassium channel subfamily K member 3 (Homo sapiens), O14649 | FluxOR fluorescence; active compounds read low | B-score at 10 µM | 0.84% of 340,000 active | AID 602410, 2012;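 active means B-score under library mean minus 4 SD, starting fluorescence ratio at most library mean plus 5 SD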;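 further: more negative B-score means stronger inhibition of thallium flux through KCNK3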
Target sequence (O14649 whole entry, looked up): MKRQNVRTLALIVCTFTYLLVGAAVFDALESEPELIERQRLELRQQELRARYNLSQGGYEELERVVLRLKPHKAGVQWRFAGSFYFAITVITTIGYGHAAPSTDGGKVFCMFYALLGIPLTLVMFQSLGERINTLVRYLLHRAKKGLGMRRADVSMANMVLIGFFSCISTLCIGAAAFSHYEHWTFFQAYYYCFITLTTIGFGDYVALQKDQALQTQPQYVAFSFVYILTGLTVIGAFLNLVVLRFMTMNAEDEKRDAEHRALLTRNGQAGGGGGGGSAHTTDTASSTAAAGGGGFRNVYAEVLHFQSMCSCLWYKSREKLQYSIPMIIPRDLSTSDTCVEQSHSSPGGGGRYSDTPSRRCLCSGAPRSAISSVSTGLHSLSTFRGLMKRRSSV
HDAC3 inh = HDAC3 deacetylase inhibitors, primary screen, biochemical, fluorescence, cell-free homogeneous; Histone deacetylase 3 (Homo sapiens), O15379; inhibition, % at 8.3 µM; 0.15% of 320,000 active; recombinant HDAC3, fluorogenic peptide/trypsin coupled; in the data active means inhibition above about 26%, passing the limit was not always enough
KCNQ1 act = potentiators or activators of KCNQ1 channel, primary screen, cell-based, thallium flux, high-throughput; CHO-K1 KCNQ1, thallium flux FluxOR fluorescence; active compounds read high; B-score at 10 µM; 0.35% of 310,000 active;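 active means fluorescence ratio B-score, a plate-corrected score, at least three library SD, with initial intensity B-score within 5 SD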
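assay system = KCNQ1-transfected CHO-K1 cells | medium = assay buffer with matched DMSO | probe or stimulus = depolarizing K+/Tl+ stimulus, K2SO4 and Tl2SO4 each 12.5 mM in 5x stock | dosing = single dose | incubation = dye 90 min, compound 20 min, room temperature | detection = kinetic FluxOR fluorescence, 10 s baseline plus 110 s post-stimulus | evaluation = ratio B score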
hERG protect = hERG rescue from dofetilide block, primary screen, cell-based, CHO-hERG, FluxOR thallium flux, dofetilide IC70; Voltage-gated inwardly rectifying potassium channel KCNH2 (Homo sapiens), Q12809; dofetilide IC70 present; activation (rescue from dofetilide block), less the hit threshold, % at 10 µM; 0.51% of 310,000 active; AID 1511, 2009;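 active means activation above the mean of controls blocked by dofetilide plus 5 SD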;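 further: thallium influx through hERG after potassium depolarization seen as dye fluorescence rise; in these data hits start at about 4.7%; inactives centre near -7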
The depositor's hits bear a star. Only part of the results is shown, so the mix of outcomes need not match the whole.

How did O=c1[nH]c(=O)n(C2CCCCCC2)c(O)c1C=NCCCN1CCOCC1 do in these assays?
KCNK9 block: inactive; RGS4 pot: inactive; RGS4 inh: inactive; ANO1 block: inactive; TMEM16A act: inactive; SKKanGAS inh: -1; KCNQ1 block: inactive; KCNK3 block: inactive; HDAC3 inh: -2; KCNQ1 act: inactive; hERG protect: -8

Results for CC(NCc1ccc(Cl)cc1Cl)C(O)c1ccccc1 (configuration not stated) ?
KCNK9 block: inactive; RGS4 pot: inactive; RGS4 inh: inactive; ANO1 block: inactive; TMEM16A act: inactive; SKKanGAS inh: -11; KCNQ1 block: inactive; KCNK3 block: inactive; HDAC3 inh: 4; KCNQ1 act: inactive; hERG protect: -3

Results for Nc1nonc1C(=O)N/N=C/c1ccc([N+](=O)[O-])o1 ?
KCNK9 block: inactive; RGS4 pot: inactive; RGS4 inh: inactive; ANO1 block: inactive; TMEM16A act: inactive; SKKanGAS inh: 13; KCNQ1 block: inactive; KCNK3 block: inactive; HDAC3 inh: 4; KCNQ1 act: inactive; hERG protect: -7

How did O=C1CC(=O)N(Cc2ccccc2)C(=S)N1 do in these assays?
KCNK9 block: inactive; RGS4 pot: inactive; RGS4 inh: inactive; ANO1 block: inactive; TMEM16A act: inactive; SKKanGAS inh: -3; KCNQ1 block: inactive; KCNK3 block: inactive; HDAC3 inh: 6; KCNQ1 act: inactive; hERG protect: -2

How did Cc1ccc2c(c1)C1CN(C)CCC1N2C(=O)c1ccc(Br)o1 (configuration not stated) do in these assays?
KCNK9 block: inactive; RGS4 pot: inactive; RGS4 inh: inactive; ANO1 block: inactive; TMEM16A act: inactive; SKKanGAS inh: -5; KCNQ1 block: inactive; KCNK3 block: inactive; HDAC3 inh: 3; KCNQ1 act: inactive; hERG protect: -5

How did O=C(COC(=O)Cc1ccccc1)NC(=O)NC1CCCCC1 do in these assays?
KCNK9 block: inactive; RGS4 pot: inactive; RGS4 inh: inactive; ANO1 block: inactive; TMEM16A act: inactive; SKKanGAS inh: -7; KCNQ1 block: inactive; KCNK3 block: inactive; HDAC3 inh: 2; KCNQ1 act: inactive; hERG protect: -13

Results for COc1c(O)ccc2c1-c1c3c(cc4c1C(C2)N(C)CC4)OCO3 (configuration not stated) ?
KCNK9 block: inactive; RGS4 pot: inactive; RGS4 inh: inactive; ANO1 block: inactive; TMEM16A act: inactive; SKKanGAS inh: 0; KCNQ1 block: inactive; KCNK3 block: inactive; HDAC3 inh: 0; KCNQ1 act: inactive; hERG protect: -9

How did Cn1c(O)c(N=Nc2cccc(S(=O)(=O)N3CCOCC3)c2)c(=O)n(C)c1=O do in these assays?
KCNK9 block: inactive; RGS4 pot: inactive; RGS4 inh: inactive; ANO1 block: inactive; TMEM16A act: inactive; SKKanGAS inh: 7; KCNQ1 block: inactive; KCNK3 block: inactive; HDAC3 inh: 3; KCNQ1 act: inactive; hERG protect: -1

How did Cc1cc(N2CCOCC2)ccc1/C=C1\C(=O)NC(=O)N(c2ccccc2)C1=O do in these assays?
KCNK9 block: inactive; RGS4 pot: inactive; RGS4 inh: inactive; ANO1 block: inactive; TMEM16A act: inactive; SKKanGAS inh: -6; KCNQ1 block: inactive; KCNK3 block: inactive; HDAC3 inh: 5; KCNQ1 act: inactive; hERG protect: -7

What do the screens show for `O=C1NC(=O)N(c2ccccc2)C(=O)/C1=C/c1ccoc1`?
KCNK9 block: inactive; RGS4 pot: inactive; RGS4 inh: inactive; ANO1 block: inactive; TMEM16A act: inactive; KCNQ1 block: inactive; KCNK3 block: inactive; HDAC3 inh: -3; KCNQ1 act: inactive; hERG protect: -9

How did CC(=O)c1c(C)n(Cc2ccccc2Cl)c2ccc(O)cc12 do in these assays?
KCNK9 block: inactive; RGS4 pot: inactive; RGS4 inh: inactive; ANO1 block: inactive; TMEM16A act: inactive; SKKanGAS inh: -6; KCNQ1 block: inactive; KCNK3 block: inactive; HDAC3 inh: 8; KCNQ1 act: inactive; hERG protect: -1

What do the screens show for `O=C(O)Cn1cc(/C=C2\C(=O)NC(=O)N(Cc3ccco3)C2=O)c2ccccc21`?
KCNK9 block: inactive; RGS4 pot: inactive; RGS4 inh: inactive; ANO1 block: inactive; TMEM16A act: inactive; SKKanGAS inh: -14; KCNQ1 block: inactive; KCNK3 block: inactive; HDAC3 inh: 10; KCNQ1 act: inactive; hERG protect: -10

Results for C/C(=N\Nc1ccccc1)c1c(O)n(-c2ccccc2)c(=O)[nH]c1=O ?
KCNK9 block: inactive; RGS4 pot: inactive; RGS4 inh: inactive; ANO1 block: inactive; TMEM16A act: inactive; SKKanGAS inh: 4; KCNQ1 block: inactive; KCNK3 block: inactive; HDAC3 inh: 3; KCNQ1 act: inactive; hERG protect: -6

Results for O=C(Nc1ccc(F)cc1F)c1cccn(Cc2ccccc2)c1=O ?
KCNK9 block: inactive; RGS4 pot: inactive; RGS4 inh: inactive; ANO1 block: inactive; TMEM16A act: inactive; SKKanGAS inh: -2; KCNQ1 block: inactive; KCNK3 block: inactive; HDAC3 inh: -7; KCNQ1 act: inactive; hERG protect: -2

Results for Nc1ncn[nH]1 ?
KCNK9 block: inactive; RGS4 pot: inactive; RGS4 inh: inactive; ANO1 block: inactive; TMEM16A act: inactive; SKKanGAS inh: 2; KCNQ1 block: inactive; KCNK3 block: inactive; HDAC3 inh: -5; KCNQ1 act: inactive; hERG protect: -3

Results for O=c1[nH]c(=S)n(CCC2=CCCCC2)c(O)c1/C=N/N1CCOCC1 ?
KCNK9 block: inactive; RGS4 pot: inactive; RGS4 inh: inactive; ANO1 block: inactive; TMEM16A act: inactive; SKKanGAS inh: 6; KCNQ1 block: inactive; KCNK3 block: inactive; HDAC3 inh: -2; KCNQ1 act: inactive; hERG protect: -6

How did Cc1cc(Cl)ccc1C(=O)C1CCCN(Cc2ccon2)C1 (configuration not stated) do in these assays?
KCNK9 block: inactive; RGS4 pot: inactive; RGS4 inh: inactive; ANO1 block: inactive; TMEM16A act: inactive; SKKanGAS inh: -26; KCNQ1 block: inactive; KCNK3 block: inactive; HDAC3 inh: 10; KCNQ1 act: inactive; hERG protect: -19

How did Cc1nc2ccccc2c(=O)n1-c1ccccc1C(F)(F)F do in these assays?
KCNK9 block: inactive; RGS4 pot: inactive; RGS4 inh: inactive; ANO1 block: inactive; TMEM16A act: inactive; SKKanGAS inh: 6; KCNQ1 block: inactive; KCNK3 block: inactive; HDAC3 inh: 1; KCNQ1 act: inactive; hERG protect: 1

Results for COc1ccc(-n2c(=O)[nH]c3ccccc3c2=O)cc1 ?
KCNK9 block: inactive; RGS4 pot: inactive; RGS4 inh: inactive; ANO1 block: inactive; TMEM16A act: inactive; SKKanGAS inh: -3; KCNQ1 block: inactive; KCNK3 block: inactive; HDAC3 inh: -10; KCNQ1 act: inactive; hERG protect: -10

What do the screens show for `Cn1cc(/C=C2\C(=O)NC(=O)N(c3ccccc3)C2=O)c2ccccc21`?
KCNK9 block: -8*; RGS4 pot: -7.8*; RGS4 inh: inactive; ANO1 block: inactive; TMEM16A act: inactive; SKKanGAS inh: 0; KCNQ1 block: inactive; KCNK3 block: inactive; HDAC3 inh: 0; KCNQ1 act: inactive; hERG protect: -8

Results for Cc1ccc(-n2c(O)c(C=Nc3ccccc3N)c(=O)[nH]c2=O)cc1C ?
KCNK9 block: inactive; RGS4 pot: inactive; RGS4 inh: inactive; ANO1 block: inactive; TMEM16A act: inactive; SKKanGAS inh: 5; KCNQ1 block: inactive; KCNK3 block: inactive; HDAC3 inh: -3; KCNQ1 act: inactive; hERG protect: -1

How did CC(Cc1ccccc1)/[N+]([O-])=C\c1ccc(C(F)(F)F)cc1 (configuration not stated) do in these assays?
KCNK9 block: inactive; RGS4 pot: inactive; RGS4 inh: inactive; ANO1 block: inactive; TMEM16A act: inactive; SKKanGAS inh: -1; KCNQ1 block: inactive; KCNK3 block: inactive; HDAC3 inh: 1; KCNQ1 act: inactive; hERG protect: -11

How did O=C(COc1ccccc1)N1CCN(C2CC3CCC2C3)CC1 (configuration not stated) do in these assays?
KCNK9 block: inactive; RGS4 pot: inactive; RGS4 inh: inactive; ANO1 block: inactive; TMEM16A act: inactive; SKKanGAS inh: 0; KCNQ1 block: inactive; KCNK3 block: inactive; HDAC3 inh: -5; KCNQ1 act: inactive; hERG protect: -3

What do the screens show for `c1ccc(C2CC3CC4(CCCC4)N2O3)cc1` (configuration not stated)?
KCNK9 block: inactive; RGS4 pot: inactive; RGS4 inh: inactive; ANO1 block: inactive; TMEM16A act: inactive; SKKanGAS inh: 7; KCNQ1 block: inactive; KCNK3 block: inactive; HDAC3 inh: 4; KCNQ1 act: inactive; hERG protect: -4

How did C[C@@H](N)Cc1cnc[nH]1 do in these assays?
KCNK9 block: inactive; RGS4 pot: inactive; RGS4 inh: inactive; ANO1 block: inactive; TMEM16A act: inactive; SKKanGAS inh: 15; KCNQ1 block: inactive; KCNK3 block: inactive; HDAC3 inh: 3; KCNQ1 act: inactive; hERG protect: -8

Two compounds drawn at random from those above, as already listed:
Results for O=C(Nc1ccc(F)cc1F)c1cccn(Cc2ccccc2)c1=O ?
KCNK9 block: inactive; RGS4 pot: inactive; RGS4 inh: inactive; ANO1 block: inactive; TMEM16A act: inactive; SKKanGAS inh: -2; KCNQ1 block: inactive; KCNK3 block: inactive; HDAC3 inh: -7; KCNQ1 act: inactive; hERG protect: -2

Results for C/C(=N\Nc1ccccc1)c1c(O)n(-c2ccccc2)c(=O)[nH]c1=O ?
KCNK9 block: inactive; RGS4 pot: inactive; RGS4 inh: inactive; ANO1 block: inactive; TMEM16A act: inactive; SKKanGAS inh: 4; KCNQ1 block: inactive; KCNK3 block: inactive; HDAC3 inh: 3; KCNQ1 act: inactive; hERG protect: -6
